RXFP1 antagonist: RXFP1 (human) relaxin receptor antagonism | hit rate 0.59% among 350,000 | AID 1259400 | HEK293-RXFP1, relaxin-stimulated cAMP HTRF, 30 min; stronger effect = lower value | activity change, negative = inhibition, % at 57.5 µM;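 active = activity change of -60% or lower, but not beyond a set lower limit; inconclusive = change between -60% and -40%, or beyond the set limit; inactive = change above -40%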; also: % is scaled to controls: 0 for no effect and ±100 for the full control effect
D1 ag: human D1 receptor agonism. P21728. HEK293 T-REx D1 cells, calcium flux, agonist mode. activation, % at 2 µM. hit rate 1% among 360,000. AID 504660; in the data active = activation above about 30%; also: 0% is about no effect
Target sequence (P21728 whole entry, looked up): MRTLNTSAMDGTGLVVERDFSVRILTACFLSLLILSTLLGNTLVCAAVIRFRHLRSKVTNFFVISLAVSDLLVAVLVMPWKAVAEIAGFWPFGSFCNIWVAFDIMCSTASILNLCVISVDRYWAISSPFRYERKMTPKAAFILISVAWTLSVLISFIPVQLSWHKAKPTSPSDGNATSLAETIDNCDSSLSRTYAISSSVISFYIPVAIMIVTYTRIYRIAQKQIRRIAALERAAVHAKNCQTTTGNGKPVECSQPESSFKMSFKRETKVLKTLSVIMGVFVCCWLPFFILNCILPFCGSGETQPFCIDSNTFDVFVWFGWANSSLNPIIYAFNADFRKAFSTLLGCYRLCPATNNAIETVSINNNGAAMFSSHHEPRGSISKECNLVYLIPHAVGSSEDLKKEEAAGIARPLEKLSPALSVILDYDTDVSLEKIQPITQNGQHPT
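Tetracycline-induced HEK293 TREx D1 cells, force-coupled to calcium signalling, were dye-loaded with a no-wash calcium kit. Compound was pin-added after a 10 s baseline. Fluorescence was read kinetically at 1 cycle/s for 180 s, with calcium rises flagged as agonism.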
D2 potentiator: D2 dopamine receptor (human) potentiation. HEK293 T-REx D2, calcium flux, EC20 dopamine potentiation. potentiation, % at 10 µM. hit rate 0.34% among 340,000. P14416;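 active = potentiation over 3 SD above the plate norm, cut at about 30% in these data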; also: 0% is about no effect
Target sequence (P14416 whole entry, looked up): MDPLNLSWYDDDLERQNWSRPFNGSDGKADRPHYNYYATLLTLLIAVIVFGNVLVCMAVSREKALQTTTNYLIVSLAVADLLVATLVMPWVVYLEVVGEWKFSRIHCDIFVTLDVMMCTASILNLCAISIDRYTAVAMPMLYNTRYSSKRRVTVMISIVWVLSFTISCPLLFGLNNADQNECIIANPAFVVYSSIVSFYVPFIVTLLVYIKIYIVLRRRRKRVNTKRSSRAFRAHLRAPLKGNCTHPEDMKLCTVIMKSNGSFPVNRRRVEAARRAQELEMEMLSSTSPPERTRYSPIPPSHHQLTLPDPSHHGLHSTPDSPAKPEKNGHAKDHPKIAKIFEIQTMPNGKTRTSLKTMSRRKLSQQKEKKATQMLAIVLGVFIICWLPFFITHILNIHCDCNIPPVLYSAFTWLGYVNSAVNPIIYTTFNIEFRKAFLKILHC
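Tetracycline-induced HEK293 T-REx cells force-coupled to calcium signalling expressed D2; compounds were pin-added after a 10 s baseline, read kinetically 180 s, then an EC20 dopamine challenge followed with a further 180 s calcium read.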
Anesthetic bind: candidate novel general anesthetic via apoferritin binding; Potency, µM (series often up to 77.5 µM), inactives show at the highest dose activity change, negative = displacement, actives largely listed as inhibitors; apoferritin/1-aminoanthracene competitive binding, fluorescence; AID 485281; hit rate 0.074% among 350,000; also: potency is read from the fitted curve at half-maximal effect; % is scaled to controls: 0 for no effect and ±100 for the full control effect; nearly all actives have a fitted effect of over 20% in size
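Steps: apoferritin (10 uM) was premixed with half-saturated 1-AMA in PBS, compounds were pin-transferred, plates stood 10 min at room temperature, fluorescence was read at 380/535 nm, and curves were fitted with a Hill equation.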
TRHR PAM: allosteric enhancers of human TRH receptor; P34981; TRHR cells, fluo-8 calcium fluorescence, EC20 TRH enhancement; enhancement, % at 2 µM; hit rate 0.66% among 360,000; AID 493056; in the data active = enhancement above about 30%; also: 0% is about no effect
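TRHR-expressing cells loaded with fluo-8 calcium dye were read kinetically (ex 480/em 530) during compound addition, then stimulated with an EC20 of TRH (10 nM final). Enhancement of the Gq-mediated intracellular calcium response was scored.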
TRHR agonist: activates the human TRH receptor. P34981. TRHR cells, calcium flux fluo-8, FDSS agonist mode. activation, % at 2 µM. hit rate 0.18% among 360,000. AID 493084; in the data active = activation above about 30%; also: 0% is about no effect
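Read-out: compound-evoked intracellular calcium rise in TRHR cells, fluo-8 dye, kinetic FDSS fluorescence at 1 s/cycle following a 10-cycle baseline. Cells cultured overnight before dye loading (30 min–1.5 h, RT).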
D1 potentiator: enhances dopamine response at the human D1 receptor | P21728 | HEK293 TREx D1 cells, calcium flux, dopamine EC20 potentiation | potentiation, % at 10 µM | hit rate 0.036% among 360,000 | AID 504651; in the data active = potentiation above about 30%; also: 0% is about no effect
D1 antagonist: antagonists of human D1 dopamine receptor. P21728. HEK293 TREx D1 cells, calcium flux, dopamine EC80; stronger effect = lower value. activity change, negative = inhibition, % at 10 µM. hit rate 3.2% among 360,000; in the data active = activity change below about -30%; also: % is scaled to controls: 0 for no effect and ±100 for the full control effect
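Tetracycline-induced HEK293 Trex D1 cells, force-coupled to calcium, dye-loaded; compounds added and read 180 s, then EC80 dopamine added and calcium flux tracked kinetically another 180 s.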
RXFP1 agonist: agonists of human relaxin receptor RXFP1. Q9HBX9. HEK293T-RXFP1 cAMP TR-FRET, 30 min; response scale: percent of porcine relaxin response, buffer zero. Potency, µM (titrated, usually from 57.5 µM), for inactives: top-dose activation, hits mostly activators. hit rate 0.3% among 370,000. AID 2676; also: potency is read from the fitted curve at half-maximal effect; % is scaled to controls: 0 for no effect and ±100 for the full control effect; nearly all actives have a fitted effect of over 60% in size; many of its hits are not listed in these tables
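HEK293 cells stably expressing RXFP1, treated 30 min at 37C with compounds plus PDE4 inhibitor Ro 20174; cAMP measured by HTRF TR-FRET. Normalized to buffer and 29 nM porcine relaxin; EC50 by Hill fit.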
Active calls of the source: *; ? = inconclusive; . = not tested or not shown; & = joins results of further samples; [ ] = another dose, or the depositor's remark. Unless noted, calls follow the shape of the dose curve; as a rule, active = well fitted curve in the direction sought with a large enough effect; inconclusive = small, poorly fitted or top-dose-only effect, or another doubt; inactive = no such curve, though single readings can be large; an effect the other way counts as inactive or inconclusive. A portion of the library; count on the stated rates, not on these rows.

nr	molecule	RXFP1 antagonist	D1 ag	D2 potentiator	Anesthetic bind	TRHR PAM
1	COc1cc(/C=N/NC(=O)c2cccnc2)ccc1OS(=O)(=O)c1cc(C)ccc1C	-2	4	12	?	-1
2	CCOC(=O)c1ccccc1NC(=O)CSc1nc2ccccc2c(=O)[nH]1	-28	3	-2	-11%	-4
3	COc1ccc(C(=O)NC2CCCc3c2cnn3-c2ccccc2F)cc1OC (stereo unspecified)	-6	5	-12	-11%	-4
4	COC(=O)c1ccccc1OCC(=O)NC1CCCCC1	-26	-2	20	-5%	-1
5	CCSc1ncc(Cl)c(C(=O)Nc2ccc(S(=O)(=O)Nc3ncccn3)cc2)n1	-15	2&-2	1&-3	0%&2%	2&-3
6	CC(C)Nc1nc(NC(C)C)nc(N(C#N)C(C)C(=O)N(C)C)n1 (stereo unspecified)	.	2	8	-6%	2
7	CCc1cccc(C)c1NC(=O)Cn1c(=O)n(-c2ccc(C)cc2)c(=O)c2c1cnn2C	.	1	0	-4%	-6
8	CCC(=O)c1ccc(OCC(=O)NC2CCCC2)cc1	-4	4	0	.	-6
9	CCOc1nc2c(c(-c3cccs3)c1C#N)Cc1ccccc1-2	-2	2	2	-8%	-4
10	CC(=O)c1ccc(-n2c(C)ccc2-c2ccccc2)cc1	1	3	-3	?	5
11	CN(C)S(=O)(=O)c1ccc(C(=O)NNC(=O)c2ccccc2-n2cccc2)cc1	-2	1	5	.	3
12	CCOc1cc(/C=C2/C(=N)N3OC(C)=CC3=NC2=O)ccc1OC(=O)c1ccco1	-39	0	-16	8%	-10
13	c1ccc(Cn2nnc3c(N4CCCC4)ncnc32)cc1	8	1	14	-12%	-1
14	CN(C)CC(C)(C)CN=Cc1c(O)[nH]c2ccccc12	-9	5	-8	4%	-2
15	CCN(c1cc(C)cc(C)c1)S(=O)(=O)c1nnc(NC(=O)c2ccccc2C)s1	-14	5	9	-1%	12

nr	TRHR agonist	D1 potentiator	D1 antagonist	RXFP1 agonist
1	0.4	-3	16	-0.6%
2	-0.4	-9	0	2.3%
3	0.4	-8	-1	0.1%
4	0.4	-2	-22	-0.1%
5	0.2&0.4	-1&-1	13&-1	9.5%&8.3%
6	0.1	-1	-12	1.7%
7	0.0	0	7	-0.9%
8	0.2	-8	-8	0.1%
9	1.0	-3	11	6.8%
10	-0.4	-1	10	0.0%
11	1.1	-8	-21	-1.9%
12	-0.6	4	-2	0.8%
13	-0.6	2	-4	0.3%
14	0.1	0	-3	0.2%
15	0.3	7	2	-0.4%

The list goes on; the last two above are carried over.
nr	molecule	RXFP1 antagonist	D1 ag	D2 potentiator	Anesthetic bind	TRHR PAM
14	CN(C)CC(C)(C)CN=Cc1c(O)[nH]c2ccccc12	-9	5	-8	4%	-2
15	CCN(c1cc(C)cc(C)c1)S(=O)(=O)c1nnc(NC(=O)c2ccccc2C)s1	-14	5	9	-1%	12
16	O=C(CSc1nnc2ccccn12)NCCN1C(=O)CSC1=O	8	3	0	9%	-4
17	CCC(=O)Nc1nc2ccccc2n1Cc1ccccc1Cl	-9	3	3	12%	1
18	CC1CCC2C(=O)N(c3cccc(C(=O)Nc4ccccc4Cl)c3)C(=O)C2C1 (stereo unspecified)	-4	3	3	?	0
19	Cc1ccc(-c2cc(C(=O)NCC3CCCO3)no2)cc1 (stereo unspecified)	0	2	-3	-4%	1
20	O=[N+]([O-])c1ccc(N2CCN(S(=O)(=O)c3ccccc3)CC2)cc1NCC1CCCO1 (stereo unspecified)	12	2	.	-5%	0
21	CC(=O)OCC[n+]1c(C)n(-c2ccccc2)c2ccc(Cl)cc21	-1	4	-1	-6%	4
22	N#Cc1c[nH]n2c(NC3CCCCC3)c(-c3cccc(Cl)c3)nc12	-3	0	4	2%	-3
23	CC(C)(C)c1ccc(OCC(=O)NCCN2CCOCC2)cc1	7	2	-7	-7%	15
24	CCc1ccc(-n2c(SCC(=O)NC(C)CC)nc3n[nH]c(C)c3c2=N)cc1 (stereo unspecified)	?	3	.	-10%	3
25	COC(=O)CNC(=O)C1CCC(CNS(=O)(=O)c2cccc3nsnc23)CC1 (stereo unspecified)	-2	2	7	-12%	-5
26	CCn1c(CNc2ccc(Cl)cc2)nnc1SCc1ccccc1	0	5	12	-18%	-4
27	COc1cccc(NC(=O)NC2CCN(Cc3nnnn3Cc3ccc(F)cc3)CC2)c1	12	1	-16	-11%	-2
28	CCOc1ccc(CN(C(=O)c2oc3ccccc3c2C)C2CCS(=O)(=O)C2)cc1 (stereo unspecified)	-7	7	.	-2%	-2
29	COC(=O)c1cn(NC(=O)c2cc([N+](=O)[O-])ccc2F)c(=O)c2ccccc12	-4	-4	5	-6%	0
30	O=C(Nc1ccccc1)c1ccc(NCCN2C(=O)CCC2=O)c([N+](=O)[O-])c1	-23	4	3	-6%	3

nr	TRHR agonist	D1 potentiator	D1 antagonist	RXFP1 agonist
14	0.1	0	-3	0.2%
15	0.3	7	2	-0.4%
16	0.6	-3	1	7.6%
17	0.4	9	24	-1.6%
18	-0.3	-1	3	0.1%
19	-0.2	8	7	-1.7%
20	0.2	-2	-22	0.4%
21	-0.2	-3	3	0.5%
22	0.0	-1	14	-0.9%
23	0.4	2	-5	0.0%
24	-0.7	-8	-22	-0.4%
25	-0.2	2	-33*	1.2%
26	-0.8	-2	-12	4.1%
27	0.0	0	6	-0.9%
28	0.2	0	10	-1.3%
29	-0.3	-2	13	1.4%
30	0.6	-2	3	1.0%

Next part
nr	molecule	RXFP1 antagonist	D1 ag	D2 potentiator	Anesthetic bind	TRHR PAM
31	COc1ccc(CCNC(=O)C2CCN(S(=O)(=O)N3CCCCCC3)CC2)cc1OC	-6	3	-2	-8%	6
32	Oc1ccc(Cl)cc1-c1cc(-c2cccc(Br)c2)n[nH]1	1	-1	22	?	13
33	CCN(CC)C(=S)Sc1c(-c2ccccc2)c2cc(Cl)ccc2[nH]c1=O	-16	-1	6	?	4
34	N/C(=N\c1nc2c(c(=O)[nH]1)CCCC2)Nc1ccccc1	13	1	8	-4%	6
35	COc1cccc(OC)c1C(=O)NC(C)C12CC3CC(CC(C3)C1)C2 (stereo unspecified)	11	3	-2	-23%	-6
36	Cc1cccc(Nc2nc(N3CCCC3)nc(N3CCCC3)n2)c1	-1	1	2	-11%	5
37	Cc1cccc2c(N=NC(=O)c3ccc(NS(=O)(=O)c4cccs4)cc3)c(O)[nH]c12	-9	1	-15	.	-4
38	Cc1cc(C(=O)N2CCCC(C(=O)c3cccc(C(F)(F)F)c3)C2)nc(C)n1 (stereo unspecified)	3	1	-4	-17%	3
39	N#Cc1ccccc1OCC(=O)NNC(=O)c1ccncc1	3	1	-7	.	5
40	Cc1nn(C)c2c1c(-c1ccccc1)cc(=O)n2CC(=O)NC(C)C	-6	2	-4	-11%	2
41	CCOC(=O)c1cc(S(=O)(=O)NCc2ccc3c(c2)OCO3)cn1C	6	6	-13	-8%	1
42	CC1=C(C)C(OCCCl)N(c2cc(O)c(Cl)cc2F)C1=O (stereo unspecified)	15	4	5	-3%	1
43	COC(=O)c1ccc(NC(=O)N2CCC(O)(c3cccnc3)CC2)cc1	.	1	-2	-14%	2
44	CCN(CC)S(=O)(=O)c1cc(C(=O)O)ccc1Cl	-5	3	7	33%[activator]	-2
45	[O-]/[N+](=C\c1ccco1)c1ccc(Cl)cc1	0	0	8	2%	4
46	CCOP(=O)(OCC)C(Nc1ccccc1)c1ccccc1C(F)(F)F (stereo unspecified)	1	1	6	-13%	9
47	O=C(CN1C(=O)/C(=C/c2cccc(Br)c2)SC1=S)Nc1cccnc1	-27	2	-5	?	-4
48	Cn1nnnc1SCC(=O)Nc1ccc2c(c1)OCO2	-6	2	-3	-4%	4

nr	TRHR agonist	D1 potentiator	D1 antagonist	RXFP1 agonist
31	-0.8	-6	-21	-0.8%
32	1.5	-1	.	-1.0%
33	-0.2	-3	4	0.4%
34	0.0	1	5	0.4%
35	0.2	-1	12	0.4%
36	0.6	-1	11	0.6%
37	-0.4	-3	-6	0.0%
38	-0.3	3	-7	-1.9%
39	0.5	0	-10	1.1%
40	-0.2	4	8	5.3%
41	-0.3	0	-25	1.7%
42	0.1	-1	-3	-2.6%
43	-0.6	-2	-2	-0.2%
44	0.1	-2	-3	-0.1%
45	0.3	1	2	0.7%
46	1.3	9	-12	3.3%
47	1.4	6	12	1.2%
48	0.4	12	3	0.0%

Arranged by value in D2 potentiator (descending): some entries from above
nr	SMILES	D2 potentiator
25	COC(=O)CNC(=O)C1CCC(CNS(=O)(=O)c2cccc3nsnc23)CC1 (stereo unspecified)	7
48	Cn1nnnc1SCC(=O)Nc1ccc2c(c1)OCO2	-3
37	Cc1cccc2c(N=NC(=O)c3ccc(NS(=O)(=O)c4cccs4)cc3)c(O)[nH]c12	-15
